PP1 counter = blocks human PP1-alpha phosphatase, a PP5 counter-screen; P62136; purified PP1alpha, OMFP fluorescence; inhibition, % at 6.7 µM; 0.9% of 320,000 active;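 active = inhibition above the mean inhibition of all tested compounds plus 3 SD, computed separately for each screening campaign, cut at about 15% in these data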
Target sequence (P62136 whole entry, looked up): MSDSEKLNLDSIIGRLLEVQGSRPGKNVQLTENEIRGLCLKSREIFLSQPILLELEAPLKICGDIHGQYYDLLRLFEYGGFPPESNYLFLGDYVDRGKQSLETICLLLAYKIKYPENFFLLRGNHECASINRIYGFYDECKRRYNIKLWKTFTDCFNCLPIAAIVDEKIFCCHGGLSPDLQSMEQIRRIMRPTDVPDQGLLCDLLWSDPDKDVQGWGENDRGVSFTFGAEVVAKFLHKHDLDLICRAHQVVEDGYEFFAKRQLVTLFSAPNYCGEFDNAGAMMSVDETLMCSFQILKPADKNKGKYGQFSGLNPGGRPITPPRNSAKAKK
TPT1 inhibitor = blocks Candida albicans tRNA 2'-phosphotransferase | inhibition, % at 5 µM | AID 1962 | 0.81% of 300,000 active | recombinant caTPT1, FP RNA substrate dephosphorylation;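 active = inhibition above the mean of all tested compounds plus 3 SD, set per screening campaign, cut at about 24% in these data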;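 also: plate controls were DMSO alone for no effect and ferristatin control at 100 nM for full effect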
proCasp7 act = counter-screen for procaspase-3 activators: activators of human procaspase-7. P55210. recombinant procaspase-7, Ac-DEVD-pNA absorbance 405 nm; D23A/D198A/D206A triple mutant, cannot self-cleave; scale: DMSO 0, 5 µM enzyme 100. activation, % at 8.5 µM. 0.093% of 330,000 active;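 active = percent activation above the screen-wide mean plus 3 SD, cut at about 25% in these data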
Target sequence (P55210 whole entry D23A/D198A/D206A): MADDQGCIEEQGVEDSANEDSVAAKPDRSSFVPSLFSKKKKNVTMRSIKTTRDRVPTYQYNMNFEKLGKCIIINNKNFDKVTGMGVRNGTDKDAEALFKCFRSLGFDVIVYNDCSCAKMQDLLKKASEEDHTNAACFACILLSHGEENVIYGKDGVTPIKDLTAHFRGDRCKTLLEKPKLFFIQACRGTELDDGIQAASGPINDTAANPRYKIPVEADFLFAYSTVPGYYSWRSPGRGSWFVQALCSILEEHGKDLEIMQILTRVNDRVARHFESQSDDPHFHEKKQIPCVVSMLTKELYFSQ
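System: Uncleavable procaspase-7 mutant enzyme; Amount: 2 µM procaspase-7 mutant as dispensed; Schedule: 1 h compound preincubation, 2 h substrate cleavage, 25 °C; Measured by: 405 nm absorbance of p-nitroaniline; Evaluation: percent activation from buffer-corrected 0–120 min absorbance change; Control set: low DMSO alone, high DMSO plus 5 µM PC-7.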
core dimer inh = blocks dimerization of HCV core protein; inhibition, % at 5 µM; TR-FRET GST/Flag-core106 dimerization, 1536-well; 0.33% of 300,000 active;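 active = inhibition above the mean of all tested compounds plus 3 SD, set per screening campaign, cut at about 45% in these data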
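test system = GST/Flag-tagged HCV core106 proteins | probe or stimulus = Eu donor and XL665 acceptor anti-tag antibodies | times = compound-protein-antibody incubation 4 h at 22.5 °C | signal = TR-FRET, excitation 340 nm, emission 617 and 671 nm | measure = percent inhibition of core106 dimerization signal | controls = wells lacking GST-core106 and wells with excess unlabelled core106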
PAFAH2 FP inh = inhibitors of human PAFAH2. Q99487. recombinant PAFAH2, FP-rhodamine activity probe, fluorescence polarization. inhibition, % at 3.39 µM. 0.99% of 340,000 active;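 active = inhibition above the mean over all tested compounds plus 3 SD, cut at about 30% in these data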;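 also: inhibitors block probe labeling of enzyme so polarization drops; 0% = enzyme with DMSO and 100% = wells lacking PAFAH2 protein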
AHR activator = human AHR activation. activation, % at 5 µM. P35869. AID 2796. 2.5% of 320,000 active. AHR-responsive luciferase reporter cells, luminescence; in the data active = activation above about 47%;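 also: 0% = vehicle wells and 100% = reference agonist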
CTSL1 counter = cathepsin L1 inhibition, PFM18AAP counter-screen; AID 1906; 0.49% of 300,000 active; inhibition, % at 5.96 µM; recombinant F. hepatica cathepsin L1, Z-Leu-Arg-MCA fluorescence;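 active = inhibition above the mean of all tested compounds plus 3 SD, set per screening campaign, cut at about 17% in these data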;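 also: 0% = plate median of test compound wells and 100% = 1 µM Z-Phe-Ala-diazomethylketone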
proCasp3 act = procaspase-3 (human) activation; P42574; recombinant procaspase-3 D3A, Ac-DEVD-pNA absorbance 405 nm; activation, % at 8.5 µM; 0.11% of 330,000 active; AID 463141;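 active = activation above the mean of all tested compounds plus 3 SD, cut at about 21% in these data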;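 also: 0% = DMSO alone and 100% = DMSO wells spiked with extra 5 µM PC-3 D3A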
Target sequence (P42574 whole entry D9A/D28A/D175A): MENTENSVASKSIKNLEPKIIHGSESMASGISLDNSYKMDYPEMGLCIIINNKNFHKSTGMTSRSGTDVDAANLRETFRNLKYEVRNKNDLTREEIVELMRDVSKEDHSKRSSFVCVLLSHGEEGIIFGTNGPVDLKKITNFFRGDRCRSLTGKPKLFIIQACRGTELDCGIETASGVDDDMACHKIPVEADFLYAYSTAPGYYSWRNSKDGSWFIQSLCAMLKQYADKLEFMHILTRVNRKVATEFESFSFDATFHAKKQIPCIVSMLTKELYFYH
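Assay system: Procaspase-3 D3A mutant, all three cleavage aspartates alanine. Buffer or medium: Zinc-free HEPES saline buffer with Triton X-100. Times: 1 h compound preincubation, 2 h substrate hydrolysis at 25 °C. Measured by: 405 nm absorbance of p-nitroaniline, reads at 0 and 120 min. Read-out basis: percent activation relative to control range. Replicates: singlicate.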
PP5 primary = inhibitors of human protein phosphatase 5 (PP5); P53041; purified PP5c, OMFP substrate fluorescence; inhibition, % at 6.7 µM; 0.18% of 320,000 active;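 active = inhibition above the campaign's mean inhibition across all tested compounds plus 3 SD, cut at about 9.5% in these data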;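 also: 0% = DMSO only and 100% = 100 µM cantharidin control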
* marks the source's active call; other numbers are inactive results; · = not tested or not shown.

SMILES	PP1 counter	TPT1 inhibitor	proCasp7 act	core dimer inh	PAFAH2 FP inh	AHR activator	CTSL1 counter	proCasp3 act	PP5 primary
O=C(Nc1cnn(Cc2ccc(F)cc2)c1)c1cc(-c2cccs2)on1	2	-6	-2	8	3	10	1	13	0.1
COc1ccc(C(=O)Nc2nc3ccc(S(C)(=O)=O)cc3s2)cc1	-1	-2	-6	16	11	-3	8	-5	-3.3
Cc1c(NS(=O)(=O)c2ccc(NC(=O)CCC(=O)O)cc2)c(=O)n(-c2ccccc2)n1C	0	-6	-2	-14	2	0	-6	0	4.0
C[C@@H](NC(=O)OC(C)(C)C)c1nnc(S(=O)(=O)Cc2ccccc2)o1	10	-3	-27	-2	·	-1	14	-29	-0.4
Cc1ccc(C(=O)NCCN2CCOCC2)cc1C	-4	2	4	-3	-2	2	2	-1	3.7
COc1ccc(CCNC(=O)CN(C)S(=O)(=O)c2cccc3nsnc23)cc1OC	-2	0	3	-1	-5	-6	-2	-9	-0.6
Cc1ccc(S(=O)(=O)c2nc(-c3cccs3)oc2N2CCC(C(N)=O)CC2)cc1	·	·	-9	·	-7	-1	·	4	·
Cn1nc(C(F)(F)F)c2cc(NC(=O)OCC(C)(C)C)sc21	-2	-1	3	0	-3	10	3	-2	2.0
Fc1ccc(/C=N/NC(=S)Nc2ccc(Cl)cc2)cc1F	-2	-1	-2	8	7	26	3	-6	1.8
COc1ccc(NC(=O)CN(C)S(=O)(=O)c2ccc(Cl)cc2)c([N+](=O)[O-])c1	-1	7	-1	6	3	1	9	2	0.6
Cc1cccc(NC(=O)C(CCC(N)=O)NC(=O)OCc2ccccc2)c1 (stereo not given)	-9	-2	5	6	4	3	2	-2	3.7
Cc1nc2sc(C(c3cccc(F)c3)N3CC(C)OC(C)C3)c(O)n2n1 (stereo not given)	-4	-7	-6	4	7	7	2	-4	2.1
N#Cc1ccc2ccn(CC(=O)NCc3ccccc3)c2c1	-6	4	6	0	-1	9	3	-6	1.5
CCOc1ccccc1C(C(=O)NC1CCCC1)N(C(=O)c1csnn1)C1CC1 (stereo not given)	-1	0	-5	6	3	0	-3	0	2.6
CCCOc1cccc(OCC(=O)Nc2nc3ccccc3[nH]2)c1	-5	-5	-6	-8	4	35	10	-11	-2.3
O=C(Nc1ccncc1)c1cc(-c2ccccn2)nc2ccccc12	-6	2	0	5	1	23	1	4	0.6
C=CCN([C@@H](CC(C)C)C(=O)OC)S(=O)(=O)N(CC=C)[C@@H](CC(C)C)C(=O)OC	3	·	-2	·	7	4	·	3	2.6
COc1ccc(NC(=O)CCNS(=O)(=O)c2ccc(C)c(C)c2)cc1OC	-1	2	15	1	-7	0	-3	2	-0.8
COCC(C)NC(=O)Cc1ccc(F)cc1 (stereo not given)	-3	-1	2	4	-2	-1	-1	-3	-3.8
Nc1c(C(=O)Nc2ccc(Cl)c(C(=O)O)c2)sc2nc3c(cc12)CCCC3	-3	1	6	-2	6	-2	0	-7	3.9
COC(=O)c1c(C)oc2ccc(N(C(=O)c3ccncc3)S(=O)(=O)c3ccc(C)cc3C)cc12	5	0	5	21	8	0	-2	6	3.7
COCCN(C(=O)CNC(=O)c1ccco1)C(C(=O)NC1CCCC1)c1cccc(OC)c1 (stereo not given)	-1	-1	-3	3	11	0	3	9	0.5
COc1cccc(CN2CCNC(=O)C2CC(=O)NCC(C)(C)N2CCOCC2)c1OC (stereo not given)	-1	-4	4	-3	-2	0	0	10	3.0
Cc1cc(=O)[nH]c2cc(O)ccc12	-5	1	0	-6	-8	1	-2	-1	2.2
CCN1CCCC1CNC(=O)c1c(O)c2c([nH]c1=O)CCCC2 (stereo not given)	-4	-1	4	0	-1	0	1	11	-0.3

The list continues:
SMILES	PP1 counter	TPT1 inhibitor	proCasp7 act	core dimer inh	PAFAH2 FP inh	AHR activator	CTSL1 counter	proCasp3 act	PP5 primary
Cn1ncc(Cl)c1C(=O)NCc1ccc2c(c1)OCO2	0	2	5	-2	-1	49*	-1	-10	0.8
COc1cc(NC(=O)c2ccc(Cl)cc2)c(OC)cc1Cl	-3	-1	-3	4	-4	60*	1	7	0.5
O=C(O)CCn1c(=O)sc2ccccc21	-2	-5	-5	-4	4	-3	1	3	0.7
Cc1ccc(NCc2ccc(Cl)nc2)c(NCc2ccc(Cl)nc2)c1	1	-4	5	-13	0	17	-3	5	4.1
Cc1cccc(C)c1OCC(=O)Nc1oc(-c2ccccc2)c(-c2ccccc2)c1C#N	7	2	-11	33	-20	4	0	2	0.6
C[C@H](NC(N)=O)C(=O)OCC(=O)Nc1ccc(OC(F)F)cc1	1	-1	8	-4	4	1	-1	11	-4.4
Cc1ccc2nc(N3CCN(c4cccc(C)c4C)CC3)c3nnnn3c2c1	1	-3	1	-1	-6	15	2	0	3.9
CCOc1ccc(-n2nnc3c(=O)n(C/C=C/c4ccccc4)cnc32)cc1	-4	1	5	9	1	4	-2	5	4.2
O=C(NNC(=S)NCc1ccccc1)c1ccccc1OC(F)F	-1	-3	-7	-11	-5	2	-3	-6	3.7
Cc1cccc(/N=C/C2=C(O)CC(C)(C)CC2=O)n1	-5	0	2	-7	5	1	3	2	3.4
CCOc1ccc(-n2c(SCC(=O)Nc3ccc(CC)cc3)nc3n[nH]c(C)c3c2=N)cc1	16*	1	4	16	-10	27	0	-1	1.7
Cc1nc2ccc(C(=O)O)cc2[nH]1	-2	-10	-7	-8	-5	-2	0	-2	-2.6
COc1ccc(N(CC(=O)NCCSCc2ccco2)S(=O)(=O)c2ccc(C)cc2)cc1	0	-1	12	0	4	1	-2	7	2.3
Cn1nnnc1Sc1ccc(C(=O)O)cc1[N+](=O)[O-]	0	1	3	-1	-8	-1	1	12	0.7
COc1ccccc1NC(=O)COC(=O)C1CC1	-2	-2	4	0	18	0	-4	0	-0.8
CN(c1ccccc1)S(=O)(=O)c1cccc(C(=O)OCC(=O)Nc2ccc3[nH]c(=O)[nH]c3c2)c1	-2	1	-2	-4	10	4	-9	-1	0.1
CCCNS(=O)(=O)c1ccc(OCC(=O)N2CCCC2)cc1	-2	-1	13	-3	11	0	0	2	-0.2
C=CCc1ccc(OCCn2nnc3ccccc32)c(OC)c1	4	0	8	4	-1	24	1	2	2.8
CC1CCCC(NC(=O)COC(=O)CN2C(=O)C3CCCCC3C2=O)C1C (stereo not given)	-3	-3	11	-5	21	-4	-2	2	-0.1
CC(C)N(C(=O)Cn1cc(S(=O)(=O)CC(=O)NCc2ccccc2)c2ccccc21)C(C)C	-1	0	-1	5	-7	-4	0	-3	1.4
COc1ccc(/C=N/NC(=O)CN(c2ccc(OC)cc2)S(=O)(=O)c2ccccc2)cc1	-4	3	1	9	-1	12	-2	0	6.1
Cc1cc(C(=O)CSc2nnc3c(Cl)cc(Cl)cn23)c(C)n1C	-1	1	-1	0	1	4	0	9	4.2
COc1cccc(C(=O)C2CCCN(Cc3cccn3-c3cccnc3)C2)c1 (stereo not given)	-3	1	4	0	-7	19	0	-2	0.1
CCOC(=O)c1[nH]c(CSc2nnc(-c3ccc(OC)cc3)o2)c(C(=O)OCC)c1C	0	1	-10	-9	3	1	4	10	-3.3
O=C(CSc1nc2ccc([N+](=O)[O-])cc2s1)NC1CCS(=O)(=O)C1 (stereo not given)	-3	1	0	1	2	11	-3	3	-3.1

Record cards, as listed above:
Shown for CC1CCCC(NC(=O)COC(=O)CN2C(=O)C3CCCCC3C2=O)C1C (stereo not given) → PP1 counter = -3; TPT1 inhibitor = -3; proCasp7 act = 11; core dimer inh = -5; PAFAH2 FP inh = 21; AHR activator = -4; CTSL1 counter = -2; proCasp3 act = 2; PP5 primary = -0.1
Shown for C=CCc1ccc(OCCn2nnc3ccccc32)c(OC)c1 → PP1 counter = 4; TPT1 inhibitor = 0; proCasp7 act = 8; core dimer inh = 4; PAFAH2 FP inh = -1; AHR activator = 24; CTSL1 counter = 1; proCasp3 act = 2; PP5 primary = 2.8

Going on with the list.
SMILES	PP1 counter	TPT1 inhibitor	proCasp7 act	core dimer inh	PAFAH2 FP inh	AHR activator	CTSL1 counter	proCasp3 act	PP5 primary
O=C(NCc1ccccc1Cl)c1ccc(NC2=NC3CS(=O)(=O)CC3S2)cc1 (stereo not given)	-1	-1	-2	-18	6	2	-5	3	2.5
Cc1ccccc1OCC(=O)OCC(=O)Nc1ccc(Cl)cn1	-6	·	-4	·	4	3	·	3	3.1
Brc1ccc2nc3c(n2c1)CCCC3	0	-2	-2	4	1	-2	6	-2	-1.4
CCOC(=O)C1CCN(C(=O)/C=C/c2cccs2)CC1	-1	1	-7	-1	0	21	-7	1	0.8
CCn1c(SCC(=O)N(C)Cc2ccc(OC)c(F)c2)nc2cc(S(N)(=O)=O)ccc21	4	-3	-5	-5	2	1	3	-1	2.2
CC(=O)c1ccc(OCCn2cnc3ccccc32)cc1	-1	2	-3	-2	3	3	-2	-14	1.3
CCOc1cccc(NC(=O)/C(C#N)=C/c2cccnc2)c1	1	4	3	-3	-3	2	-4	1	4.6
COC(=O)c1[nH]c(C)c(/C(O)=C2\C(=O)C(=O)N(CCN(C)C)C2c2cccc(OC)c2OC)c1C (stereo not given)	-1	0	-3	-6	6	1	3	-4	0.3
Clc1nc(-c2cccnc2)nc2scc(-c3ccccc3)c12	2	2	0	5	-11	68*	0	-3	3.5
COc1nc(N)nc(NC(=O)c2cccs2)c1N=O	-4	-5	-3	-7	4	6	50*	-26	-1.8
CN1CCS/C1=C/C=C1/SC(=S)N(Cc2ccccc2)C1=O	10	171*	-8	-5	26	4	7	-6	1.8
O=C(CCN1C(=O)c2ccncc2C1=O)NCc1ccc(Cl)cc1	3	-1	-4	-2	0	1	-1	-1	0.9
CC(C)CC(CO)N1CCN(C(=O)c2ccc(Cl)cc2Cl)CCC1=O (stereo not given)	-2	2	3	-5	1	7	0	5	0.9
COC(=O)C(Cc1ccc(O)cc1)NC(=O)C(C)NC(=O)c1ccc(C(C)(C)C)cc1 (stereo not given)	1	-5	0	-2	6	-2	1	17	2.8
O=c1[nH]c(C2CCN(S(=O)(=O)c3ccccc3)CC2)nc2c1nnn2Cc1c(F)cccc1Cl	12	-3	10	24	-7	0	4	4	2.4
O=C(c1cc2ccccc2o1)N1CCN(S(=O)(=O)c2c(F)cccc2F)CC1	-2	·	2	·	1	1	·	-3	-1.4
CCC1COCCS(=O)(=O)N1Cc1ccccc1 (stereo not given)	1	-5	-7	-6	7	1	-1	-6	0.9
Cc1cnc(C(=O)Nc2ccc(N3CCOCC3)cc2)cn1	0	-2	-3	-3	7	-1	-5	0	0.6
COCCNC(=O)Cn1cc(/C=C(\C#N)C(=O)NC2CCCC2)c2ccccc21	-2	-1	-17	2	-2	4	1	-6	0.7
Cc1cc(C)nc(NS(=O)(=O)c2ccc(NC(=O)C3COc4ccccc4O3)cc2)n1 (stereo not given)	-1	-6	-3	-5	·	5	0	-4	2.7
CCC(=O)c1ccc(N2CCN(C(=O)c3cccs3)CC2)c(F)c1	1	3	6	1	-11	4	-2	14	5.3
COc1cc(C(=S)NCc2ccccc2)cc(Br)c1O	-6	0	-31	-1	6	2	-4	-14	4.0
